# DDE Tn7 FP inh = inhibitors of Tn7 peptide binding to fibrin DD(E), primary screen, biochemical, fluorescence polarization, human fibrin, Tn7 probe; Fibrinogen beta chain (Homo sapiens), P02675; FP displacement of FITC-Tn7 peptide from fibrin DD(E); 0% = median of compound wells per plate; inhibition, % at 8.3 µM; AID 720508, 2013; 370,000 tested, 0.13% active;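 active = inhibition above the mean of compounds falling within the control limits plus 3 SD of them, cut at about 14% in these data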;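 note: 0% = plate median of compound wells and 100% = 10 µM Aha-Tn7 peptide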
#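 Assay system: human fibrin DD(E) protein / Input: 2 µM fibrin DD(E) / Benchmarks: high control of 10 µM Aha-Tn7 peptide / Measured by: fluorescence polarization of the labelled Tn7 tracer / Medium: Tris buffer with calcium and detergent, pH 7.8 / Timing: 10 min compound pre-incubation, 3 h probe incubation at room temperature / Repeats: one replicate per compound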
# PLC-gamma1 inh = PLC-gamma1 enzyme inhibitors, primary screen, biochemical, fluorescence, purified enzyme | fluorogenic substrate | AID 720700, 2013 | 370,000 tested, 0.84% active | inhibition, % at 12.2 µM; in the data active = inhibition above about 9.5%
# PLCb3 inh = human PLC-beta3 inhibitors, primary screen, biochemical, fluorescence | inhibition, % at 12.2 µM | 370,000 tested, 0.18% active | Purified PLC-beta3, fluorogenic substrate | 1-phosphatidylinositol 4,5-bisphosphate phosphodiesterase beta-3 (Homo sapiens), Q01970; in the data active = inhibition above about 11%;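 note: 0% = median of compound wells on plate and 100% = full blocker control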
# DDE Tn6 FP inh = inhibitors of Tn6 peptide binding to fibrin DD(E), primary screen, biochemical, fluorescence polarization, human fibrin, Tn6 probe | Fibrinogen beta chain (Homo sapiens), P02675 | Fibrin DD(E) TRITC-Tn6 fluorescence polarization displacement | inhibition, % at 8.3 µM | 370,000 tested, 0.21% active | AID 720509, 2013;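 active = inhibition above a per-campaign cutoff: mean of compounds within control limits plus 3 SD, cut at about 15% in these data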;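 note: 0% = median of all compound wells on the plate and 100% = blocking peptide control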
# TDP2 absorb = human TDP2 enzyme inhibitors, primary screen, biochemical, epi absorbance, recombinant enzyme. T5PNP hydrolysis, p-nitrophenol absorbance 415 nm. inhibition, % at 12.8 µM. 370,000 tested, 0.34% active;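 active = inhibition above the mean of all tested compounds plus 3 SD, set per campaign, cut at about 25% in these data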;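 note: 0% = DMSO with enzyme and 100% = buffer with substrate but no TDP2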
#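 Incubation: 2 h at 37 °C; Test system: recombinant human TDP2; Quantity: enzyme 120 nM; Read-out basis: percent inhibition; Medium: 50 mM Tris-HCl pH 7.5 with Mg2+, KCl, DTT, BSA; Repeats: single replicate; Compound: 12.8 µM single point, 1% DMSO; Signal: epi absorbance; Reagent: 5 mM T5PNP chromogenic substrate; Benchmarks: no-enzyme high, DMSO-plus-enzyme low.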
# ADAM17 inh = ADAM17 inhibitors, primary screen, biochemical, QFRET | inhibition, % at 6.95 µM | recombinant ADAM17, EDANS/DABCYL FRET peptide cleavage | AID 720648, 2013 | Disintegrin and metalloproteinase domain-containing protein 17 (Homo sapiens), P78536 | 370,000 tested, 0.83% active;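 active = inhibition above the mean of compounds lying between control limits plus 3 SD, set per campaign, cut at about 8.5% in these data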;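 note: 0% = DMSO-only wells as the low control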
# ASAP1 GAP inh = inhibitors of human ASAP1 ArfGAP activity, primary screen, biochemical, fluorescence polarization. Arf-GAP with SH3 domain, ANK repeat and PH domain-containing protein 1 (Homo sapiens), …. ASAP1-stimulated ARF1 GTP hydrolysis, GDP FP detection. inhibition, % at 16.5 µM. 360,000 tested, 0.19% active. AID 624377, 2012; in the data active = inhibition above about 25%;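 note: 0% = vehicle with enzyme and substrate and 100% = no enzyme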
# ADAM10 inh = human ADAM10 inhibitors, primary screen, biochemical, QFRET, HTS. recombinant ADAM10, EDANS/DABCYL FRET peptide cleavage, 3 h. inhibition, % at 7 µM. 370,000 tested, 0.62% active. AID 720582, 2013;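 active = inhibition above a per-campaign cutoff equal to the mean of compounds falling between control-based bounds plus 3 SD, cut at about 20% in these data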;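 note: 0% = DMSO wells while the 100% control is not disclosed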
# Target sequence (O14672 214-748 limits assumed): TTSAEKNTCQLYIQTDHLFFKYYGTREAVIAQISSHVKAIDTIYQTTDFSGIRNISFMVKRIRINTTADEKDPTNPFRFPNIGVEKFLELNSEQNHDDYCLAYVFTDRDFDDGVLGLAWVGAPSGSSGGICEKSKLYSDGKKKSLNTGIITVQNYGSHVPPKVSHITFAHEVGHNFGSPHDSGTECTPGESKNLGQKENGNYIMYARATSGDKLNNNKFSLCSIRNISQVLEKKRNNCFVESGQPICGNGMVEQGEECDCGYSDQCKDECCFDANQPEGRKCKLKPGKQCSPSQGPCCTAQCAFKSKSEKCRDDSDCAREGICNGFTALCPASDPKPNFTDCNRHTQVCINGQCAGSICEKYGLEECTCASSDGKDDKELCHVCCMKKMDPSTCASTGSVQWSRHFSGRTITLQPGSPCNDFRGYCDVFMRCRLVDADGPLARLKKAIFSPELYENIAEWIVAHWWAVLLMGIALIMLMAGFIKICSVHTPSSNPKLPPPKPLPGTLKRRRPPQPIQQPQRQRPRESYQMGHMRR
# SIAE primary = human SIAE inhibitors, primary screen, biochemical, fluorescence polarization, FP-Rh probe, 1536-well HTS. AID 1053197, 2014. 370,000 tested, 0.69% active. inhibition, % at 9.66 µM. SIAE FP-Rh probe binding. Sialate O-acetylesterase (Homo sapiens), Q9HAT2;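 active = inhibition above a cutoff: mean of compounds within the control limits plus 3 SD of those, cut at about 17% in these data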;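 note: 0% = plate median of compound wells and 100% = probe without SIAE protein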
# ARFGAP1 inhibitor = inhibitors of rat ARFGAP1 GAP activity, primary screen, biochemical, fluorescence polarization, GDP tracer; 360,000 tested, 0.26% active; ADP-ribosylation factor GTPase-activating protein 1 (Rattus norvegicus), Q62848; Arfgap1-stimulated ARF1 GTP hydrolysis, GDP FP detection; inhibition, % at 16.5 µM;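 active = inhibition above a per-plate limit, mean inhibition of low control wells plus 3 SD, cut at about 25% in these data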;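 note: 0% = DMSO wells with enzyme and 100% = wells lacking Arfgap1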
# Target sequence (Q62848 1-136 limits assumed): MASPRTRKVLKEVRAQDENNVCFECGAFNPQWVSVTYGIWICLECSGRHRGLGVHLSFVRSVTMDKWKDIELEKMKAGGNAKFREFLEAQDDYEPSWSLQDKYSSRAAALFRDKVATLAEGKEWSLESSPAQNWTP
#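 material = rat Arfgap1 catalytic domain, aa 1-136 | also added = human ARF1(Δ1-17)-GTP substrate | compound dosing = one concentration, 16.5 µM, DMSO 1.26% | times = GTP hydrolysis reaction 2 h at 25 °C | measured by = FP, GDP Alexa 633 tracer displaced from anti-GDP antibody, 620/688 nm | evaluation = percent inhibition of Arfgap1-stimulated GTP hydrolysis | replication = single well per compound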
# * = called active by the depositor.
1. COc1ccccc1NC(=O)CSc1nc2ccccc2cc1Cc1ccccc1
2. COc1ccc2c(C)cc(=O)sc2c1
3. Cc1ccc2oc(C(=O)N(C)Cc3ccc(C)o3)c(C)c2c1
4. Nc1cccc2cnccc12
5. OCCNCc1cc(Br)ccc1OCc1ccccc1Cl
6. Cc1ccc(Sc2ncccc2C(=O)NCC(c2ccc(F)cc2)N2CCOCC2)cc1C (stereo not drawn)
7. COC(=O)c1ccc(C(=O)N(CCN(C)C)c2nc3c(Cl)cccc3s2)cc1
8. O=C(N/N=C/c1cc2c(cc1Cl)OCO2)c1ccc2c(c1)OCCO2
assay / entry	1	2	3	4	5	6	7	8
DDE Tn7 FP inh	-2.4	5.1	1.9	1.0	0.9	-2.4	-2.1	5.3
PLC-gamma1 inh	5.3	0.1	-4.2	-11.0	-0.7	3.3	9.0	-5.3
PLCb3 inh	4.5	0.3	-13.1	-12.7	3.2	-2.2	-2.8	-5.4
DDE Tn6 FP inh	1.9	-2.8	-2.9	-2.8	0.8	6.0	-4.6	-4.3
TDP2 absorb	-6.7	12.1	-18.0	22.1	-2.3	-9.8	-6.8	-3.5
ADAM17 inh	-1.1	-3.6	7.6	-7.5	-2.3	-4.4	-9.1	-0.5
ASAP1 GAP inh	11.6	-11.3	-2.7	-4.2	-1.9	-5.2	-8.7	9.1
ADAM10 inh	9.8	-11.8	-12.8	-4.4	0.0	-0.1	-4.0	1.8
SIAE primary	-5.7	-4.8	0.8	-0.7	0.1	4.1	-3.2	-2.9
ARFGAP1 inhibitor	6.8	-3.5	-15.7	12.1	4.1	-0.9	5.9	7.0

# Down the list, as entered above:
# TDP2 absorb, entries 1–4, in order: -6.7, 12.1, -18.0, 22.1
# DDE Tn6 FP inh, entries 1–4, in order: 1.9, -2.8, -2.9, -2.8

# Remaining list, next part:
9. CCCCC1=CC2=CC(=O)C(C)(OC(=O)CC)C(=O)C2=CN1C(CO)CO (stereo not drawn)
10. N#CCN(CC#N)C(=O)C1c2ccccc2Oc2ccccc21
11. Cn1c(NC(=O)c2ccc3c(c2)OCO3)cc(=O)n(C)c1=O
12. CCC(=O)NC(c1ccc(Cl)cc1Cl)c1ccc2cccnc2c1O (stereo not drawn)
13. O=C(NCCCn1ccnc1)/C(=C\c1cccnc1)NC(=O)c1ccco1
14. COc1ccccc1NC(=O)COC(=O)c1[nH]c(=O)[nH]c(=O)c1N
15. Cc1cc(C(=O)C(C)Cl)c(C)n1Cc1ccco1 (stereo not drawn)
16. O=C(CSc1nccc(=O)[nH]1)c1c[nH]c2ccccc12
assay / entry	9	10	11	12	13	14	15	16
DDE Tn7 FP inh	3.6	-0.8	-4.5	1.7	2.9	-0.2	-5.1	2.0
PLC-gamma1 inh	-14.6	0.3	-1.6	-21.2	-4.4	-16.2	-2.2	0.1
PLCb3 inh	-11.5	-7.6	-2.1	-23.6	-3.8	-25.6	-7.9	-6.8
DDE Tn6 FP inh	4.8	-0.3	2.3	8.1	-2.3	4.5	0.9	-2.0
TDP2 absorb	16.7	7.0	-12.1	-1.1	0.9	4.8	7.8	16.2
ADAM17 inh	-4.8	-0.6	2.4	4.1	-5.6	-17.1	-1.9	-6.1
ASAP1 GAP inh	6.7	15.3	13.9	5.9	11.6	8.9	-1.7	-6.4
ADAM10 inh	-13.1	-6.4	-3.2	10.4	0.3	-73.1	-6.7	6.5
SIAE primary	9.3	-0.6	-1.6	18.5*	-2.4	6.5	3.3	-2.7
ARFGAP1 inhibitor	-13.6	8.4	-1.1	-5.9	7.6	9.5	3.0	5.5

17. COc1ccc(C(=O)COC(=O)C(CCSC)NC(=O)COc2ccccc2)c(OC)c1 (stereo not drawn)
18. CCOC(=O)c1ccc(NC(=O)N2CCN(c3ccccc3OC)CC2)cc1
19. Cc1cccc(NC(=O)CSc2ncnc3nc[nH]c23)c1C
20. CCOc1ccc(C(=O)N2CCN(CC(=O)N3CCCC3)CC2)cc1OCC
21. CCOC(=O)N1CCN(c2c(N3CCN(c4ccccn4)CC3)c(=O)c2=O)CC1
22. COC(=O)C1=C(C(=O)OC)[C@@H]2N(Cc3ccccc3)c3ccccc3[C@@]23C[C@@H](C(=O)OC)N(C(=O)c2cc(C)oc2C)C3=N1
assay / entry	17	18	19	20	21	22
DDE Tn7 FP inh	7.8	-5.3	-8.2	5.7	-0.7	-4.2
PLC-gamma1 inh	1.8	-0.8	-1.9	-5.8	3.0	-0.1
PLCb3 inh	-4.8	2.0	1.6	-8.5	3.1	-0.6
DDE Tn6 FP inh	2.1	-2.1	1.7	0.6	2.4	5.6
TDP2 absorb	9.3	5.1	2.5	8.0	-4.7	3.5
ADAM17 inh	1.3	0.2	-4.7	-3.9	0.7	2.6
ASAP1 GAP inh	-0.2	7.3	4.7	0.4	-6.3	-1.4
ADAM10 inh	4.3	3.7	-11.2	-12.5	-8.1	7.0
SIAE primary	-11.8	-0.3	-1.3	4.2	4.0	0.1
ARFGAP1 inhibitor	-0.2	7.9	-8.1	-2.5	3.9	3.4

# By substructure, the entries above containing an aryl thioether with sulfur outside any ring (four)
1. COc1ccccc1NC(=O)CSc1nc2ccccc2cc1Cc1ccccc1
6. Cc1ccc(Sc2ncccc2C(=O)NCC(c2ccc(F)cc2)N2CCOCC2)cc1C (stereo not drawn)
16. O=C(CSc1nccc(=O)[nH]1)c1c[nH]c2ccccc12
19. Cc1cccc(NC(=O)CSc2ncnc3nc[nH]c23)c1C
assay / entry	1	6	16	19
DDE Tn7 FP inh	-2.4	-2.4	2.0	-8.2
PLC-gamma1 inh	5.3	3.3	0.1	-1.9
PLCb3 inh	4.5	-2.2	-6.8	1.6
DDE Tn6 FP inh	1.9	6.0	-2.0	1.7
TDP2 absorb	-6.7	-9.8	16.2	2.5
ADAM17 inh	-1.1	-4.4	-6.1	-4.7
ASAP1 GAP inh	11.6	-5.2	-6.4	4.7
ADAM10 inh	9.8	-0.1	6.5	-11.2
SIAE primary	-5.7	4.1	-2.7	-1.3
ARFGAP1 inhibitor	6.8	-0.9	5.5	-8.1
